NCI-60 one-dose screen, 48 h, at 10 µM unless noted. Numbers give growth in % (100 = growth as untreated, 0 = no growth, -100 = all killed).
SK-MEL-5 = SK-MEL-5 melanoma; actives 6.4% (n = 80,000); AID 1794755
EKVX = EKVX NSCLC | AID 1794765 | actives 3% (n = 71,000)
M14 = M14 melanoma; actives 6.2% (n = 80,000); AID 1794745
A549/ATCC = A549/ATCC NSCLC | actives 3.7% (n = 81,000)
UACC-257 = UACC-257 melanoma | actives 4.4% (n = 78,000) | AID 1794764
HOP-92 = HOP-92 NSCLC cells | actives 6.3% (n = 71,000) | AID 1794738
UACC-62 = UACC-62 melanoma; actives 5.4% (n = 81,000); AID 1794756
SK-MEL-28 = SK-MEL-28 melanoma | actives 4.1% (n = 81,000) | AID 1794761
* hit, by the source's call; nt = not tested or not shown; & = joins results of further samples; [ ] = another dose, or the depositor's remark. The calls were made as follows: active = growth percent below 10; inactive = the rest.

SMILES	SK-MEL-5	EKVX	M14	A549/ATCC	UACC-257	HOP-92	UACC-62	SK-MEL-28
O=C(/C=C/C=C/c1ccccc1)c1ccccc1O	102	nt	101	nt	nt	nt	112	104
Nc1nnc(-c2cccc(Cl)c2Cl)c(N)n1	109	92	106	100	92	75	101	110
COc1cc2oc(C(=O)N[C@@H](Cc3ccccc3)C(=O)C(N)=O)c(C)c(=O)c2cc1OC	100	97	99	113	104	101	87	102
CC(C)(C)CC(C)(C)SSc1n[nH]c(=S)s1	91	103	101	90	85	98	102	115
COC(=O)c1ccccc1NC(=O)Nc1ccc(Cl)cc1	100	101	100	91	113	nt	91	101
O=C(CNc1ccc(Br)cc1Cl)Cn1cc(COc2ccc(C=Nc3cnc4ccccc4c3)cc2)nn1	100	104	109	100	100	108	103	114
CCCCc1oc2ccc([N+](=O)[O-])cc2c1C(=O)c1ccc(C#Cc2ccc(C)cc2)cc1	103	88	90	95	99	73	72	99
CCOC(=O)C1=CSC2=NC(C)=CC(c3ccc(OC)c(OC)c3)N12 (stereo not drawn)	92	nt	106	98	96	61	94	103
Cc1cc(Sc2cc(C)cc(C(C)(C)C)c2O)c(O)c(C(C)(C)C)c1	nt	78	88	86	95	nt	73	94
O=C(Nc1nc(-c2ccccc2)cs1)c1cc(-c2ccc(Cl)cc2)nc2ccc(Cl)cc12	84	93	91	91	107	72	74	97
Nc1c(C(=O)Nc2ccncc2)sc2nc3c(cc12)CCCC3	52	78	102	90	82	101	77	87
CCOC(=O)CN1C(=O)CSC1=S	101	nt	102	98	95	97	99	114
Cc1cc2n(n1)-c1ccccc1-c1ccccc1C(=O)N2C	104	83	98	112	115	102	107	101
C=CCNC(=O)OC(C)C	102	nt	100	108	103	112	103	112
COc1ccc(NC(=O)c2nc(-c3cc(OC)c(OC)c(OC)c3)n(-c3cccc4ccccc34)n2)cc1OC	32	45	48	51	57	46	31	55
O=C(Nc1ccc(OCc2nnc(-c3ccc(Cl)cc3)o2)c(F)c1)c1ccccc1	93	nt	100	88	101	nt	88	93
O=C(Nc1ccc(Cl)cc1)c1cc(-c2ccc(F)cc2)c2sc(=O)[nH]c2n1	-86*	nt	14	12	-8.8*	-24*	27	25
CC(C)N(CCCCO)C(C)C	105	nt	105	97	105	99	104	101
Cn1c(N)nc2c1c(=O)[nH]c(=O)n2C	110	130	103	97	92	89	105	115
COC(=O)C1=C(C)NC(C)=C(C(=O)OCC(C)C)C1c1cccc(C#N)c1 (stereo not drawn)	95	87	111	91	100	82	79	115
CN1CCN(c2ccc(Nc3nc(NCCNS(=O)(=O)c4ccccc4)c4sccc4n3)cc2)CC1	97	95	106	104	114	57	96	104
O=C1/C(=C/c2ccc(F)cc2)CNc2ccccc21	94	93	90	79	81	76	92	98
Cc1ccc(S(=O)(=O)N/N=C2\CC3CCC2C3)cc1 (stereo not drawn)	100	nt	104	105	114	87	103	109
CS(=O)(=O)Nc1ccc(-c2nc(-c3cccc(O)c3)c(-c3ccnc(Br)c3)[nH]2)cc1	89	87	69	105	79	57	39	69
O=C(NC1=Nc2ccccc2C(=O)NN1)c1cccnc1	104	nt	114	101	88	96	98	112
Continued:
SMILES	SK-MEL-5	EKVX	M14	A549/ATCC	UACC-257	HOP-92	UACC-62	SK-MEL-28
O=C(/C=C/C=C/c1ccccc1)c1ccccc1	102&102	106&110	99	94&96	90&99	48&95	93&90	113&105
COc1ccc(-c2cc(-c3nnc(SCC(=O)Nc4ccc(/C(C)=N\O)cc4)n3-c3ccccc3)c3ccccc3n2)cc1	88	75	87	50	69	89	68	109
C#C[C@]1(O)CC[C@H]2[C@@H]3CC=C4c5sc(-c6ccc(OC)cc6)nc5CC[C@]4(C)[C@H]3CC[C@@]21C	85	77	36	75	30	102	33	4.2*
COC(=O)c1cc(OC)c(OC)cc1NC(=O)c1ccoc1COc1ccccc1	97	96	97	98	104	102	88	105
Cc1cc(NS(=O)(=O)c2ccc(N=Nc3c(Nc4ccccc4)nn(-c4ccc(S(=O)(=O)Nc5ccncn5)cc4)c3C)cc2)no1	101	104	99	87	94	99	94	112
COc1nnc(-c2ccccc2)c(-c2ccccc2)n1	97	112	109	70	71	98	93	116
O=C(O)Cn1cc(I)c(=O)c(I)c1	109	107	101	99	110	122	104	119
NNC(=O)C(O)(c1ccccc1)c1ccccc1	111	105	103	96	105	nt	102	117
CCN1CCC(C(=O)N(CC)CC)CC1	96	94	100	98	97	101	99	108
Cc1ncc(CO)n1C	106	119	104	112	108	119	108	110
O=C(OC1CCCCC1)C(=O)OC1CCCCC1	114	113	105	103	108	nt	105	106
O=C(c1cc(-c2ccc(F)cc2F)ccc1O)N1CCN(Cc2ccc(Cl)cc2)CC1	101	100	109	110	108	102	94	110
COc1ccc(-c2nn(-c3cccc(Cl)c3)cc2-c2cc(-c3ccc(Br)cc3)nc(=S)[nH]2)cc1	95	99	98	88	98	94	88	110
COc1ccc(-c2[nH]c3ncc(-c4ccc(Cl)cc4)n3c(=O)c2C#N)cc1	109	100	100	99	99	99	89	105
COc1cc(-c2nc3c(c(C)nc4c3nnn4-c3ccccc3)c(=O)o2)cc(OC)c1OC	106	115	99	112	119	103	102	101
CC(C)[C@@H](C)/C=C/[C@@H](C)[C@H]1CCC2=C3[C@H](O)[C@@H]4O[C@@]45C[C@@H](O)CC[C@]5(C)[C@H]3CC[C@@]21C	99	95	103	81	nt	106	98	117
Cc1ccc(CNc2ccccc2)cc1	105	nt	107	nt	nt	100	97	102
Cc1cc(C)c(S(=O)(=O)N(CCc2cccc(Br)c2)Cc2ccc(-c3cccc(S(C)(=O)=O)c3)cc2)c(C)c1	97	89	82	67	99	87	64	103
CSc1nc(CC(C)C)c(C#N)c(=O)n1C	71	64	71	81	79	8.5*	54	68
CCOC(=O)c1nn(-c2ccc([N+](=O)[O-])cc2)c(=N/N=C/c2c(O)cc3oc(C)cc(=O)c3c2OC)s1	96	86	88	91	95	87	86	105
COC(=O)c1ccc(C)nc1	108	102	111	112	118	111	107	114
CS(=O)(=O)Nc1ccc(CC#N)cc1	110	95	98	102	105	nt	104	101
Cc1nc(C(F)(F)C(F)(F)F)c(F)c(=O)[nH]1	95	99	94	90	95	79	103	107
C=CCCCCCCCCC(=O)OCc1ccc2c(c1)OCO2	96	107	97	94	90	95	94	95
Cc1ccc(S(=O)(=O)NC(=O)n2cc(-c3ccncc3)c(-c3ccc(Cl)c(O)c3)n2)cc1	100	110	51	100	99	99	85	130
Remaining list, next part:
SMILES	SK-MEL-5	EKVX	M14	A549/ATCC	UACC-257	HOP-92	UACC-62	SK-MEL-28
COc1ccc(N2CCN(C(=O)CSc3ccc(-c4nc5cc(C)c(C)cc5[nH]4)cn3)CC2)cc1	3.1*	53	54	77	52	85	45	74
CCN(CC)CCCC(C)Nc1c(C)cnc2cc(Cl)c(C)cc12 (stereo not drawn)	90	nt	7.1*	103	112	70	109	85
COc1cnc2c(c1)C(=O)c1c-2n(CCCN2CCN(C)CC2)c(=O)c2cc(Cl)ccc12	65	52	-54*	38	14	nt	-49*	-54*
Cc1cc2ccccc2c[n+]1CCCC[n+]1cc2ccccc2cc1C	99	96	98	89	107	99	100	111
COc1cccc(/C=N/N=C(N)N)c1	98	102	94	102	97	91	82	106
C(=N\Nc1nc(N/N=C/c2ccc3c(c2)OCO3)nc(N2CCCCC2)n1)/c1ccc2c(c1)OCO2	97	94	97	91	108	96	102	109
Cc1cc(N2CCN(CC(=O)Nc3ccc4c(ccn4Cc4ccccc4)c3)CC2)nc(N2CCCCC2)n1	80	73	65	69	82	33	65	86
CC(C)C(NC(=O)CCc1nc2c(=O)[nH]c(=S)[nH]c2[nH]c1=O)C(=O)O (stereo not drawn)	99	101	98	101	97	99	94	103
CN(CCSSCCN1CCOCC1)C(=O)Oc1cc2c(c3ccccc13)[C@H](CCl)CN2C(=O)c1cc2cc(OCCCN3CCC3)ccc2[nH]1	-90*	-61*	-73*	-46*	-17*	-14*	-73*	-58*
Nc1cc(Br)ccc1Br	109	103	103	98	100	92	99	123
Cc1ncc2c(n1)-c1cnc(Nc3ccccc3)nc1CC2	94	79	103	102	110	92	87	109
CCOc1cnc(NC(=O)CCl)nc1OCC	99	100	101	98	107	103	96	103
CCN(CC)c1ccc(/C=N/Nc2nc(-c3ccc(C)cc3)cs2)c(O)c1	80	79	100	92	95	108	81	95
CCCCCCSC#N	112	103	110	109	87	65	112	113
Cn1c(=O)c2c(nc(Br)n2C)n(C)c1=O	94	91	101	107	103	84	97	100
NC(=O)N/N=C1/CCN2CCCc3cccc1c32	96	75	110	93	100	110	100	111
O=C1/C(=C\c2ccc(-c3ccc(Cl)cc3)o2)C=C(c2ccc(Cl)cc2)N1Cc1ccccc1	91	nt	104	91	95	97	107	107
CCN(CC)CCNc1ccc(-c2nc3sccn3c2-c2ccnc(SC)n2)cc1	99	nt	102	105	109	nt	101	112
Nc1c2c(nc3ccc(Cl)cc13)CC(c1ccc(O)cc1)CC2=O (stereo not drawn)	24	30	22	60	78	88	33	57
Cc1ccc(NC(=O)/C=C/c2ccc(OCCOc3ccc4c(C)cc(=O)oc4c3)cc2)cc1	102	99	103	103	105	105	96	99
COc1ccc(-c2noc(C(=O)O)c2-c2cccc(OC)c2)cc1	104	101	95	87	110	99	101	116
CC1(C)CC[C@]2(C(=O)N3CCNCC3)CC[C@]3(C)C(=CC[C@@H]4[C@@]5(C)CC[C@H](OC(=O)c6cccnc6)C(C)(C)[C@@H]5CC[C@]43C)[C@@H]2C1	103	94	107	101	102	88	92	103
CCCCOCCOC(=O)c1ccccc1C(=O)OCCOCCCC	93	99	106	nt	nt	112	104	114
COc1ccc(/C=C2\N=C3N(c4ccccc4)C(C(OC(C)=O)C(OC(C)=O)C(OC(C)=O)C(COC(C)=O)OC(C)=O)N(C(C)=O)N3C2=O)cc1 (stereo not drawn)	86	93	88	89	107	93	59	107
COc1ccc(CN2CCc3c(Oc4ccccc4)nc(N)nc3C2=O)c(OC)c1	84	91	93	91	88	26	70	96

Whole records, looked up by structure.
CCOC(=O)c1nn(-c2ccc([N+](=O)[O-])cc2)c(=N/N=C/c2c(O)cc3oc(C)cc(=O)c3c2OC)s1 reads SK-MEL-5: 96; EKVX: 86; M14: 88; A549/ATCC: 91; UACC-257: 95; HOP-92: 87; UACC-62: 86; SK-MEL-28: 105
Cc1cc(C)c(S(=O)(=O)N(CCc2cccc(Br)c2)Cc2ccc(-c3cccc(S(C)(=O)=O)c3)cc2)c(C)c1 reads SK-MEL-5: 97; EKVX: 89; M14: 82; A549/ATCC: 67; UACC-257: 99; HOP-92: 87; UACC-62: 64; SK-MEL-28: 103

Among those listed so far, these contain a thiophene ring, fused or not:
SMILES	SK-MEL-5	EKVX	M14	A549/ATCC	UACC-257	HOP-92	UACC-62	SK-MEL-28
Nc1c(C(=O)Nc2ccncc2)sc2nc3c(cc12)CCCC3	52	78	102	90	82	101	77	87
CN1CCN(c2ccc(Nc3nc(NCCNS(=O)(=O)c4ccccc4)c4sccc4n3)cc2)CC1	97	95	106	104	114	57	96	104

Other records.
SMILES	SK-MEL-5	EKVX	M14	A549/ATCC	UACC-257	HOP-92	UACC-62	SK-MEL-28
O=C1NC(=O)c2cc(Cl)ccc21	98	95	91	87	nt	80	84	99
NC(=O)c1ccc(NC(=O)c2oc3ccccc3c2-c2cnn(-c3ccccc3)c2)cc1	4.6*[50 µM]	7.5*[50 µM]	-0.7*[50 µM]	8.1*[50 µM]	47[50 µM]	-27*[50 µM]	45[50 µM]	26[50 µM]
COc1ccc(CN2[C@@H](C(=O)NCc3ccc(C(=O)NO)cc3)Cc3c([nH]c4ccccc34)[C@@H]2C)cc1	-21*	12	23	42	32	2.8*	-21*	18
COc1ccc2c(c1)CSC(c1ccccc1)C2=O (stereo not drawn)	97	nt	105	93	92	85	104	99
COc1nc2c(c(=O)[nH]1)C1(C(=O)Nc3ccccc31)c1c(nc(OC)[nH]c1=O)N2	nt	94	99	88	100	109	101	113
N#CC1C2=C(Cc3ccccc3C2)C2(C(=O)Nc3ccccc32)C(C#N)(C#N)C1N (stereo not drawn)	62	47	82	72	91	72	62	85
C[C@H]1[C@H](C)CC[C@]2(C(N)=O)CC[C@]3(C)C(=CC[C@@H]4[C@@]5(C)CCC(=O)C(C)(C)[C@@H]5CC[C@]43C)[C@H]12	99	89	101	77	83	128	82	104
Oc1c(C(Nc2cccc3ccccc23)c2ccccc2)ccc2cccnc12 (stereo not drawn)	44	31	0.7*	34	22	nt	15	58
CCCCCCCC/C=C\CCCCCCCCOc1ccccc1CC(=O)NCC[N+]1(C)CCOCC1	89	92	76	74	84	67	68	94
NCCCNc1nc2ccccc2c2c(=O)c3cc(F)cc(F)c3sc12	92	97	-85*	78	100	36	103	-87*
Cn1c(=O)c(C#N)c(-c2ccccc2)n2c(=S)n(CN(CCO)CCO)nc12	97	111	109	118	30	94	109	109
Clc1ccc(/C=C/c2nc(N3CCOCC3)c3nc(Cl)c(Cl)cc3n2)cc1	90	nt	96	107	106	94	106	111
CCCC(O)Cn1ncc(C(=O)OCC)c1NC(=O)NCc1ccc(C(F)(F)F)cc1 (stereo not drawn)	40	80	72	88	70	71	72	103
N#Cc1nc(-c2ccccc2)oc1S(=O)(=O)n1ncnc1N	101	93	109	89	80	91	87	103

Three of the compounds above, as labelled records.
COc1ccc(CN2[C@@H](C(=O)NCc3ccc(C(=O)NO)cc3)Cc3c([nH]c4ccccc34)[C@@H]2C)cc1
  SK-MEL-5: -21*
  EKVX: 12
  M14: 23
  A549/ATCC: 42
  UACC-257: 32
  HOP-92: 2.8*
  UACC-62: -21*
  SK-MEL-28: 18

COc1ccc2c(c1)CSC(c1ccccc1)C2=O (stereo not drawn)
  SK-MEL-5: 97
  EKVX: nt
  M14: 105
  A549/ATCC: 93
  UACC-257: 92
  HOP-92: 85
  UACC-62: 104
  SK-MEL-28: 99

COc1nc2c(c(=O)[nH]1)C1(C(=O)Nc3ccccc31)c1c(nc(OC)[nH]c1=O)N2
  SK-MEL-5: nt
  EKVX: 94
  M14: 99
  A549/ATCC: 88
  UACC-257: 100
  HOP-92: 109
  UACC-62: 101
  SK-MEL-28: 113

Assay outcomes (PubChem)
